SNCA expr inhib: inhibitors of alpha-synuclein (SNCA) gene expression. 140,000 tested, 0.17% active. Potency, µM (doses to about 57.2 µM), inactives show at the highest dose activity change, negative = inhibition, hits mostly inhibitors. HEK-293 SNCA-luciferase knock-in, luminescence, 24 h;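 further: potency means the concentration at half of the fitted maximal effect; plate controls were DMSO cells for no effect and cell-free wells for full effect; nearly all actives have a fitted effect of over 45% in size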
GPT2 inh: inhibitors of human GPT2 alanine aminotransferase. Recombinant GPT2, coupled pyruvate oxidase/HRP Amplex Red fluorescence. Q8TD30. 100,000 tested, 0.25% active. Potency, µM (highest dose often 57.7 µM), for inactives: at the top dose activity change, negative = inhibition, usual class: inhibitors; further: potency means the concentration at half of the fitted maximal effect; nearly all actives have a fitted effect of over 60% in size; many of its hits are not listed in these tables
Target sequence (Q8TD30 whole entry, looked up): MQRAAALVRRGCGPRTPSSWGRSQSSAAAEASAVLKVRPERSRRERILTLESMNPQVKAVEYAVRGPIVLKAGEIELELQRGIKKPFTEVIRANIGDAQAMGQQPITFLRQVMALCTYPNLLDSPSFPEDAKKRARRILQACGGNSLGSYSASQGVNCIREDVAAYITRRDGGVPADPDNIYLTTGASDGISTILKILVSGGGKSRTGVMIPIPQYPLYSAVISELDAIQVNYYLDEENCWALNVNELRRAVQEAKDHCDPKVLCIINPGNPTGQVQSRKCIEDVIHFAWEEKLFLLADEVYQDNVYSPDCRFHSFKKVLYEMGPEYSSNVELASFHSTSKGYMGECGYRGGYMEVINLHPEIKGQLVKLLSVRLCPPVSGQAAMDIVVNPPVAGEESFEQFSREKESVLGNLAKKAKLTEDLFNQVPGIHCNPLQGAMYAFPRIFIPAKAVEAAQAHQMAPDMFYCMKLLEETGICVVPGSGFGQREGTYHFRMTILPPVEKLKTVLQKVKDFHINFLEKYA
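Fluorescence read-out: pyruvate from GPT2 turnover coupled to pyruvate oxidase, HRP and Amplex Red (0.2mM ThPP, 0.2U/mL PO and HRP, 50uM Amplex final). Substrates 250uM a-KG, 2mM L-alanine; enzyme 10ng/uL; 30 min RT.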
Luciferase inh: Photinus pyralis luciferase inhibition. P08659. Potency, µM (series often up to 115 µM), without a hit: at the highest dose activity change, negative = inhibition, actives largely listed as inhibitors. purified P. pyralis luciferase, luminescence, biochemical. 76,000 tested, 2.5% active; further: potency means the concentration at half of the fitted maximal effect; nearly all actives have a fitted effect of over 65% in size
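Purified P. pyralis luciferase (10nM final) in 50mM Tris acetate pH 7.5, 10mM Mg acetate, 0.01% Tween-20, 0.05% BSA with 10uM D-luciferin and 10uM ATP. Compounds titrated qHTS. Luminescence imaged on CCD.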
HEK293 viab: reduces viability of HEK-293 SNCA reporter cells. HEK-293-SNCA-luc viability, GF-AFC fluorescence, 24 h. Potency, µM (top dose mostly 57.1 µM), inactives show at the top dose activity change, negative = cytotoxicity, hits mostly cytotoxic. 150,000 tested, 0.12% active. AID 1671193;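 further: potency means the concentration at half of the fitted maximal effect; 0% = DMSO-treated cells and -100% = medium-only wells without cells; nearly all actives have a fitted effect of over 30% in size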
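HEK-293-SNCA-luc cells (1500/well) plated 24 h, then exposed 24 h to a dilution series; GF-AFC added 30 min at 37C, fluorescence 405/540 nm; normalised to medium-only and DMSO wells, Hill fit.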
HEK cytotox: cytotoxic compounds in HEK 293 cells; Potency, µM (doses to about 115 µM), for the others: at the highest dose activity change, negative = cytotoxicity, actives largely listed as inhibitors; AID 1345083; 94,000 tested, 6.6% active; HEK 293 viability, ATP luminescence (CellTiter-Glo), 48-72 h; further: potency means the concentration at half of the fitted maximal effect; nearly all actives have a fitted effect of over 60% in size
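HEK 293 seeded at 250 cells/well receive compound via pintool. After 48 or 72 hr at 37 degree Celsius, 5% CO2 and 95% humidity, CellTiter-Glo is dispensed and luminescence read following 10 min at room temperature.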
IP6K1 inhibitor: blocks human inositol hexakisphosphate kinase 1; IP6K1 kinase, ADP-Glo luminescence, 2 h; stronger effect = lower value; activity change, % (series mostly up to about 58 µM); 140,000 tested, 0.81% active; in the data active means activity change below about -25%
Target sequence (Q92551 whole entry, looked up): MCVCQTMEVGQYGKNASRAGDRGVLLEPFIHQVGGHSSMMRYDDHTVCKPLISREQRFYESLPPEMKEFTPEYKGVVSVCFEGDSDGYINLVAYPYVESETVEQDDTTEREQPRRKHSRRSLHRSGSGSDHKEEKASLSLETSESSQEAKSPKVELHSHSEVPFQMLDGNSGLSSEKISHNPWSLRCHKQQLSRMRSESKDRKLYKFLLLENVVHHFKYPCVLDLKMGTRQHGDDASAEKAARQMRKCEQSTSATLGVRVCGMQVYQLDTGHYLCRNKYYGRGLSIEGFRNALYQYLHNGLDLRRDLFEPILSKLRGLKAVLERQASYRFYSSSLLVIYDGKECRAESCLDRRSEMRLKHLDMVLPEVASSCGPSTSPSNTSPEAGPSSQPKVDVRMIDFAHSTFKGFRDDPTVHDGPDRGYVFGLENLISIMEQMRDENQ
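ADP-Glo luminescence measures ADP made by human IP6K1 during a 2 h RT reaction with ATP/IP6 (mix at 1.3 mM/130 uM); top library doses 57.5 and 19.1 uM final.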
3T3 cytotox: kills NIH 3T3 cells; NIH 3T3 viability, CellTiter-Glo ATP luminescence, 48-72 h; Potency, µM (top dose mostly 96.7 µM), for inactives: at the highest dose activity change, negative = cytotoxicity, usual class: inhibitors; 94,000 tested, 4.3% active; AID 1345082; further: potency means the concentration at half of the fitted maximal effect; nearly all actives have a fitted effect of over 55% in size
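Viability of NIH 3T3 cells after 48 or 72 hr compound treatment at 37 °C was assessed by CellTiter-Glo, with luminescence imaged following a 10 min room-temperature step.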
The depositor's hits bear a star; i = inactive; ? = inconclusive; . = no result given; & = joins results of further samples; ! = repeats disagree; [ ] = another dose, or the depositor's remark. Unless noted, the call rests on the fitted dose curve; in most records, active means well fitted curve in the direction sought with a large enough effect; inconclusive means small, poorly fitted or top-dose-only effect, or another doubt; inactive means no such curve, though single readings can be large; an effect the other way counts as inactive or inconclusive. Unless noted, on the % scale 0 is the no-effect control and ±100 the full control effect.

No.	molecule	SNCA expr inhib	GPT2 inh	Luciferase inh	HEK293 viab
1	C[S+](=O)([O-])Nc1cccc(-c2cc(-c3cccnc3)c3cncn3c2)c1	2%[87.6 µM]	4%[88.5 µM]	-20%[172 µM]	-9%[87.6 µM]
2	Cc1cc(Cl)ccc1S(=O)(=O)N1CCn2c(nn(CC3CC3)c2=O)C1	32%[activator]	2%	2%	6%
3	O=C(NC1CCN(c2ccc(=O)n(CC3CC3)n2)CC1)c1cnccn1	?	i	6%	-3%
4	Cc1ccc(-n2ncc(C(=O)Nc3ccc(C)c(F)c3)c2C2CCN(C(=O)OC(C)(C)C)CC2)cc1C	44%[activator]	.	.	-12%
5	CCCNC(=O)c1cc2nc(-c3ccc(Br)cc3)cc(C(F)(F)F)n2n1	-4%	.	.	11%
6	O=C(C1CCCC1)N1Cc2ccccc2CC2(CCN(Cc3ccncc3)CC2)C1	-2%	i	.	-11%
7	N#Cc1ccccc1Cn1c(=O)n(-c2ccc(F)c(Cl)c2)c(=O)c2sccc21	-6%	.	.	-5%
8	COc1ccc(-c2cnc([C@@H]3COCCN3Cc3nc4ccccc4n3C)[nH]2)cc1	9%[87.6 µM]	i	-4%[172 µM]	4%[87.6 µM]
9	O=C(CCc1ccc2c(c1)OCO2)NC1CC(=O)N(CC2CCCCC2)C1 (centres undefined)	0%	-7%	-1%	8%
10	COc1cccc(C2Cn3nnc(-c4nc(-c5ccccc5Cl)no4)c3CO2)c1 (centres undefined)	2%	1%	-5%	6%
11	CCOCCCNC(=O)CN1CCCc2nc(C3CC3)ncc2C1=O	19%	i	3%	6%
12	CC(C)CC(=O)N1CCOCC12CCN(Cc1cccc(C#N)c1)CC2	6%[87.6 µM]	i	-3%[172 µM]	-2%[87.6 µM]
13	COc1c(F)ccc(C(=O)NC2CC(=O)N(CCc3ccc(F)cc3)C2)c1F (centres undefined)	1%	i	-1%	-14%
14	O=C(c1cc2c(s1)CCC(C(=O)N1CCN(C3CCCCC3)CC1)C2)N1CCCC1 (centres undefined)	16%	i	-16%	14%
15	Cc1nc2ccc(Cl)cn2c1C(=O)N1CCC2(CCCN(C)C2=O)C1 (centres undefined)	5%	i[11.5 µM]	4%	-1%

No.	HEK cytotox	IP6K1 inhibitor	3T3 cytotox
1	?	-11	?
2	?	1	-11%
3	-5%	-11	-16%
4	.	-19	.
5	.	-14	.
6	?	-3	?
7	.	13	.
8	?	15	?
9	-15%	3	-19%
10	2%	7	-1%
11	i	5	i
12	?	-1	-12%[138 µM]
13	-1%	13	-22%
14	-19%	2	?
15	1%	7	-6%

Additional entries
No.	molecule	SNCA expr inhib	GPT2 inh	Luciferase inh	HEK293 viab
16	O=C(Nc1ccccc1Cl)C1CCCN(Cc2cccc(-c3cccs3)c2)C1 (centres undefined)	.	.	.	.
17	N#Cc1cccc(CN2Cc3[nH]cnc3C[C@H]2c2nc(-c3cccc([N+](=O)[O-])c3)no2)c1	-3%[87.6 µM]	i	-14%[172 µM]	-13%[87.6 µM]
18	Cc1ccc(-c2cc3c(ccn3Cc3cccnc3)c(C3=CCOCC3)n2)cn1	-8%[87.6 µM]	i	5%[172 µM]	-2%[87.6 µM]
19	CCc1c(CN2CCN(c3ccccc3F)CC2)csc1C	-3%	.	.	8%
20	Cc1ccc(NC(=O)Cn2nc(-c3ccccc3)nc(Cc3ccc(Cl)cc3)c2=O)cc1	-20%	.	.	10%
21	CNC(=O)c1cc(C2CC2)nc2c1c(C1CCCN(C(=O)c3ccccn3)C1)nn2C (centres undefined)	.	.	.	.
22	COCCNC(=O)Cn1nc(N2CCN(c3ccccc3OC)CC2)ccc1=O	2%	.	.	8%
23	O=C(COc1ccccc1)N[C@@H]1C[C@H](Cn2cc(-c3cccnc3)nn2)[C@@H](O)[C@H]1O	10%	2%	0%	11%
24	CN1CCCCC(CC(=O)NCc2ccc(Cl)cc2)C1=O (centres undefined)	3%	-5%	2%	-1%
25	COc1ccc(S(=O)(=O)Nc2cccnc2Nc2ccc(O)cc2)cc1	3%	22µM*!	.	?
26	O=C(NCc1ccccc1)c1nc2sccn2c1-c1ccccc1	-6%	i	.	5%
27	COCCNC(=O)c1cc(-c2ccc(F)cc2OC)cc2ncn(C)c12	17%[87.6 µM]	3%[88.5 µM]	8%[172 µM]	3%[87.6 µM]
28	O=C(NCCCc1ccccc1)C1CCCN1c1nccc(Nc2ccccc2F)n1 (centres undefined)	16%	i	.	11%[12.5 µM]
29	COc1cc(F)cc(-c2ncc3c(n2)OCCN(C)C3=O)c1	-64%[87.6 µM]	?	?	3%[87.6 µM]
30	Cc1ccc(-c2nnc(C3CN(C(=O)C4(c5ccccc5)CC4)CC34CCOCC4)o2)cc1 (centres undefined)	-4%	1%	-7%	-9%

No.	HEK cytotox	IP6K1 inhibitor	3T3 cytotox
16	?	11&12	?
17	?	15	?
18	45µM*	-9	?
19	.	25	.
20	.	15	.
21	2%	-11	-19%
22	.	39	.
23	i	-5	0%
24	-2%	1	-14%
25	.	-12	.
26	-4%	18	-28%
27	-7%[172 µM]	7	?
28	45µM*	-6	?
29	?	-5	?
30	?	15	?

(cont.)
No.	molecule	SNCA expr inhib	GPT2 inh	Luciferase inh	HEK293 viab
31	COc1cc(C[C@H]2C(=O)OC[C@@H]2Cc2ccc(OC)c(OC)c2)ccc1O	.	-7%[27.3 µM]	.	-41%
32	Cc1ccccc1NC(=O)c1cn(-c2ccccc2)nc1-c1ccccc1	-26%	.	.	10%
33	CO/N=C(/C(=O)N[C@@H]1C(=O)N2C(C(=O)OCOC(=O)C(C)(C)C)=C(C)CS[C@H]12)c1csc(N)n1	-24%[25.6 µM]	i	.	-13%[23.9 µM]
34	Cc1ccc(NC(=O)Cn2ccn3nc4c(c3c2=O)CC(C)CC4)cc1 (centres undefined)	-24%	1%	-5%	-27%
35	CC1CCN(C(=O)[C@@H](C)C2CC[C@@]3(C)CC[C@H](NC(=O)c4cnccn4)[C@@H](C)[C@@H]3[C@H]2O)CC1 (some centres undefined)	35%[activator]	1%	-7%	8%
36	O=C(Nc1ccccc1F)NC1CCN(C(=O)N2CC3CC(C2)[C@H]2CCCC(=O)N2C3)CC1 (some centres undefined)	5%	-1%	-6%	-11%
37	CC(C)(C)CC(=O)N1CCC(C(NC(=O)c2ccccc2)C(=O)NCc2ccco2)CC1 (centres undefined)	-1%	i	-5%	0%
38	COc1ccc(Cl)cc1C(=O)N1CCc2c(nc3cc(-c4ccccc4)[nH]n3c2=O)C1	43%[activator]	-3%	?	3%
39	CC1CCN(CC[C@@H]2CC[C@H](O)[C@@H](C(=O)Nc3ccccc3)O2)CC1	0%[87.6 µM]	?	-4%[172 µM]	4%[87.6 µM]
40	COc1ccc(CNCC2(COc3cccnc3)C[C@@H](O)[C@@H](O)C2)cc1 (some centres undefined)	?	5%[88.5 µM]	0%[172 µM]	-8%[87.6 µM]
41	Cc1cccc(OCC(=O)Nc2ccccc2C(=O)OCc2cc(=O)n3nc(C4CC4)sc3n2)c1	24%	.	.	13%
42	CCOc1ccc(-n2c(SCC(=O)N3CCc4ccccc43)nc3c([nH]c4ccccc43)c2=O)cc1	-13%	.	.	-3%
43	CCC[C@@H]1CN(C(=O)CCc2c(C)nn(C)c2C)C[C@H]1NS(C)(=O)=O	-8%	-17%	-1%	4%
44	O=C(OCC1OC(Oc2ccc(O)cc2COC(=O)C2(O)C(O)CCC(=O)C2OC(=O)C2C=CCC2)C(OC(=O)C2C=CCC2)C(O)C1O)C1C=CCC1 (centres undefined)	.	i	.	-15%[23.9 µM]
45	Cc1cc(F)ccc1NC(=O)c1c(C)oc2c1C1=NCCN1C=N2	11%	.	.	5%

No.	HEK cytotox	IP6K1 inhibitor	3T3 cytotox
31	.	8	.
32	.	22	.
33	.	14	.
34	?	0	?
35	-4%	-7	-22%
36	8%	4	5%
37	?	6	-7%
38	1%	14	-18%
39	?	20	-5%[174 µM]
40	-11%[172 µM]	-11	-4%[174 µM]
41	.	7	.
42	.	-11	.
43	-5%	18	-8%
44	.	-2	.
45	.	18	.

Additional compounds follow:
No.	molecule	SNCA expr inhib	GPT2 inh	Luciferase inh	HEK293 viab
46	CC1=C(C(=O)Nc2ccc(C)cc2C)C(C(C)C)n2nc(SCc3ccccc3Cl)nc2N1 (centres undefined)	-13%	.	.	6%
47	Cc1nn(-c2ccccc2)c2c1C(C1CC1)N(C1CCN([S+](=O)([O-])c3ccccc3)C1)C2=O (centres undefined)	.	.	.	.
48	Cc1cc(COc2ccccc2)oc1C(=O)N1CCn2nc(C(C)O)cc2C1 (centres undefined)	5%	i	0%	1%
49	Cc1cc(=O)n(CC(=O)Nc2c(C)cccc2C)c(-c2ccc(F)cc2)n1	-18%	i	-4%	?
50	Cc1nnnn1CC(=O)N1CCCC(c2ccccc2)(c2ccccc2)C1	3%	i	3%	-12%
51	O=c1c(N2CCN(c3ccccc3)CC2)csc2ccc(Cl)cc12	?	.	.	9%
52	CN(C)CCNC(=O)c1c(OCC2CC2)cc(=O)n2c1CCOCC2	-16%	i	-1%	-19%
53	CC1=C(C(=O)Nc2cccc(C(F)(F)F)c2)C(c2ccccc2)n2ncnc2N1 (centres undefined)	-27%	.	.	-27%
54	CCC1(CC)CC1C(=O)N1CCc2onc(-c3cccc(F)c3)c2C1 (centres undefined)	-10%	-18%	1%	-10%

No.	HEK cytotox	IP6K1 inhibitor	3T3 cytotox
46	.	-7	.
47	-19%	-9	-25%
48	0%	6	?
49	-27%	7	-1%
50	-13%	10	0%
51	.	-3	.
52	i	1	3%
53	.	-12	.
54	45µM*	4	?

Profiles, quoted from the list. Screens in order: SNCA expr inhib, GPT2 inh, Luciferase inh, HEK293 viab, HEK cytotox, IP6K1 inhibitor, 3T3 cytotox
Entry for CC1=C(C(=O)Nc2cccc(C(F)(F)F)c2)C(c2ccccc2)n2ncnc2N1 (centres undefined) : -27%, ., ., -27%, ., -12, .
Entry for Cc1cc(=O)n(CC(=O)Nc2c(C)cccc2C)c(-c2ccc(F)cc2)n1 : -18%, i, -4%, ?, -27%, 7, -1%
Entry for Cc1nnnn1CC(=O)N1CCCC(c2ccccc2)(c2ccccc2)C1 : 3%, i, 3%, -12%, -13%, 10, 0%
